# Screening results as filed in PubChem.
# PfGluPho inh – PfG6PD (Plasmodium falciparum) enzyme inhibition; PfGluPho enzyme, NADPH resazurin-diaphorase fluorescence; inhibition, % at 20 µM; 350,000 compounds, 0.78% hits; AID 504690;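 active = inhibition reaching at least a set limit at 20 µM in the primary screen, cut at about 59% in these data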;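 note: 0% = DMSO wells with substrate and 100% = DMSO wells lacking glucose-6-phosphate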
# SENP8 block-1 – SENP8 (human) protease inhibition | Q96LD8 | recombinant SENP8, Nedd8 substrate fluorescence | inhibition, % at 20 µM | 360,000 compounds, 0.64% hits | AID 602440; in the data active = inhibition mostly above about 40%, no sharp cut-off; inactive = mostly below about 27%
# Target sequence (Q96LD8 whole entry, looked up): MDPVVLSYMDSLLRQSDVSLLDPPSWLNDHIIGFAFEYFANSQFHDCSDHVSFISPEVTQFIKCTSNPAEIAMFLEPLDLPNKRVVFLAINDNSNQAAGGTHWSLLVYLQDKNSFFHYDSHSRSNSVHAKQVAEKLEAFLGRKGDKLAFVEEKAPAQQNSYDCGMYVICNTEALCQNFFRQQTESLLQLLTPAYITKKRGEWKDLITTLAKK
# SENP1 FRET inh – blocks the human SENP1 SUMO protease catalytic domain; 360,000 compounds, 0.21% hits; recombinant SENP1 catalytic domain, CyPet-SUMO1-YPet FRET cleavage; inhibition, % at 10 µM; Q9P0U3;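 active = inhibition at least 30% at 10 µM, raw YFP signal under a set limit, fluorescence ratio 0.5 to 1.5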;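 note: 0% = enzyme with DMSO and 100% = no enzyme wells; some results filed as inactive read as strong as hits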
# Target sequence (Q9P0U3 419-644 limits assumed): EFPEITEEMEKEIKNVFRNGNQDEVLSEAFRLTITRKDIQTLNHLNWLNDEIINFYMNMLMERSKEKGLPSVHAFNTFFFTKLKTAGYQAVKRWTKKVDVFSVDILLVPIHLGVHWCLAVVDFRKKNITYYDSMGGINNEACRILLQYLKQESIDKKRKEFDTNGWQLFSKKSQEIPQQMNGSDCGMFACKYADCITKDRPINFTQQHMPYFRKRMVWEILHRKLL
#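 System: Recombinant human SENP1 catalytic domain, His6-tagged | Incubation: Enzyme reaction for 50 min at room temperature, dark | Medium: Tris pH 8 with BME, BSA, NP40 and catalase | Also added: 25 nM SUMO1 FRET substrate | Compound: 10 µM single point, 0.5% DMSO | Measured by: FRET fluorescence in CFP and YFP emission channels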
# HKDC1 inh – inhibitors of human hexokinase HKDC1 | inhibition, % at 20 µM | 340,000 compounds, 0.16% hits | recombinant HKDC1, G6PDH/diaphorase resazurin coupled fluorescence | Q2TB90;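 active = inhibition above about 35% when tested at 20 µM, limit read from the data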;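 note: plate controls were DMSO wells with enzyme for no effect and DMSO wells lacking enzyme for full effect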
#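 Test system: recombinant HKDC1 (HK5) hexokinase enzyme, produced in-house; Amount: enzyme 5 µg/mL final; Buffer or medium: Tris pH 8.0 buffer with MgCl2, Tween-20, BSA, BME; Reagent: glucose and ATP substrates; Doses: 20 µM test compound, 1% DMSO; Incubation: 90 min reaction incubation at room temperature, dark; Detection: resorufin fluorescence at 613 nm.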
# SENP6 inh – inhibitors of human SENP6 protease; 330,000 compounds, 1.8% hits; Q9GZR1; AID 2599; inhibition, % at 10 µM; Recombinant SENP6 catalytic domain, aminoluciferin luminescence;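 active = inhibition above about 50% at the single tested dose, limit read from the data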;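 note: plate controls were DMSO wells with enzyme for no effect and DMSO wells lacking enzyme for full effect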
# Target sequence (Q9GZR1 628-1112 limits assumed): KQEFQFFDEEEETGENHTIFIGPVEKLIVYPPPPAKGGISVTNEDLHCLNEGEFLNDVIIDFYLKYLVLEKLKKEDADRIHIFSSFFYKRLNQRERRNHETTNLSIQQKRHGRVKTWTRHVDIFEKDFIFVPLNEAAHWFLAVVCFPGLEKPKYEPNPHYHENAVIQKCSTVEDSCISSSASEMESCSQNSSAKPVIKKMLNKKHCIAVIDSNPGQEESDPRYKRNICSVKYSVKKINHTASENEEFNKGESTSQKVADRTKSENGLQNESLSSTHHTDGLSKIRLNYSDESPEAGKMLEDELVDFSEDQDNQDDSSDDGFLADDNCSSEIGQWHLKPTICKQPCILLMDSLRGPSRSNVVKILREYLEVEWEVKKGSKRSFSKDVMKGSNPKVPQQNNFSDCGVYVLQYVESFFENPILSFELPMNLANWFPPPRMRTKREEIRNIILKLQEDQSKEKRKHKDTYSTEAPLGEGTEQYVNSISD
# SENP8 block-2 – blocks the human protease SENP8 | AID 2540 | 330,000 compounds, 1.2% hits | purified SENP8, Z-RLRGG-aminoluciferin cleavage, luminescence | inhibition, % at 10 µM; in the data active = inhibition above about 50%
# SENP7 inh – inhibitors of human SENP7 protease. recombinant SENP7, Z-RLRGG-aminoluciferin luminescence, 40 min. inhibition, % at 5 µM. 330,000 compounds, 1.5% hits;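 active = inhibition above about 50% at the single test dose, limit read from the data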;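 note: plate controls were DMSO with enzyme for no effect and no enzyme buffer wells for full effect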
# Apaf-1 inh – blocks human Apaf-1 apoptosome activity; O14727; reconstituted apoptosome caspase-3 activity, DEVD-Rh110 fluorescence; inhibition, % at 20 µM; 330,000 compounds, 0.71% hits; active = inhibition of at least 40% at 20 µM;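 note: plate controls were DMSO wells for no effect and DEVD-CHO caspase inhibitor wells for full effect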
#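 Assay system – apoptosome proteins · Medium – Hepes buffer, pH 7.5 · Also added – cytochrome c with DEVD-Rh110 · Timing – 30 min compound preincubation, 50 min activation, room temperature · Detection – Rh110 fluorescence, excitation 480 nm, emission 540 nm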
# * hit, by the source's call; x = no result given.
SMILES,PfGluPho inh,SENP8 block-1,SENP1 FRET inh,HKDC1 inh,SENP6 inh,SENP8 block-2,SENP7 inh,Apaf-1 inh
O=C1CN(C(=O)c2cnccn2)c2ccccc2N1,-3.6,-14.3,-25.6,2.3,-11.0,-8.9,-6.1,-46.9
O=C(OCC(=O)N1CCN(c2ccccc2)CC1)c1ccco1,11.7,-3.8,0.2,-2.3,x,x,x,x
C=CCc1ccc(OCCCCN2CC(C)OC(C)C2)c(OC)c1 (stereo not drawn),12.0,14.3,0.7,0.8,-4.6,-8.2,0.2,3.1
CCOc1ccc2ccc(OCC)c(/C=N/n3cnnc3)c2c1,58.7,-4.7,-1.3,14.2,2.4,5.0,1.0,-5.2
CCOc1ccccc1NC(=O)NCCCCc1ccccc1,24.1,17.8,1.2,-1.8,-1.6,1.5,-2.5,6.9
CC1Cc2nc(SCC(=O)Nc3ccc4c(c3)OCO4)n(Cc3ccccc3)c(=O)c2S1 (stereo not drawn),-18.0,9.1,1.2,12.1,10.6,-3.9,-0.8,10.2
COCC(=O)Nc1ccc(N2CCCC2)c(S(=O)(=O)Nc2ccccc2OC)c1,-0.7,-44.9,-1.3,4.3,8.2,11.3,-7.2,1.8
Cc1ccc(NC(=O)COc2nsnc2N2CCOCC2)cc1Cl,-4.3,3.1,1.0,-1.9,-14.9,-2.7,9.3,0.8
COc1ccc(CN(C)C(=O)Cn2ccsc2=N)cc1OC,-4.9,14.6,-1.7,-3.3,-16.0,-4.1,1.0,-2.4
CCOC(=O)c1c(NC(=O)CN2CCN(S(=O)(=O)c3cc(Cl)ccc3Cl)CC2)sc(C(=O)N(C)C)c1C,9.2,-5.8,-0.6,-2.0,x,x,x,x
COc1ccc2c(c1)c(C(=O)N/N=C/c1cccc(O)c1)c(C)n2C,21.3,-30.6,1.6,-10.8,3.4,-0.9,2.3,-17.3
Cc1occc1C(=O)N=Nc1c(O)[nH]c2ccc(Br)cc12,x,x,x,x,3.4,2.5,-0.1,-9.3

# Next section (2 carried over from the part before).
SMILES,PfGluPho inh,SENP8 block-1,SENP1 FRET inh,HKDC1 inh,SENP6 inh,SENP8 block-2,SENP7 inh,Apaf-1 inh
COc1ccc2c(c1)c(C(=O)N/N=C/c1cccc(O)c1)c(C)n2C,21.3,-30.6,1.6,-10.8,3.4,-0.9,2.3,-17.3
Cc1occc1C(=O)N=Nc1c(O)[nH]c2ccc(Br)cc12,x,x,x,x,3.4,2.5,-0.1,-9.3
COc1ccccc1/C=C/C=N/n1c(-c2cc(-c3ccccc3)n[nH]2)n[nH]c1=S,8.6,31.6,1.5,0.6,-19.1,-5.2,3.1,22.3
CN1CCN(c2ccccc2NC(=O)c2ccc(N3CCCC3)c([N+](=O)[O-])c2)CC1,19.6,33.4,2.1,0.4,3.3,-9.6,-7.6,12.8
CSc1nncn1/N=C/c1cc(Cl)ccc1F,9.7,22.8,0.4,-1.1,-1.8,0.0,-1.2,-2.8
Cc1cccc(C(=O)NNC(=O)C2CCCO2)c1 (stereo not drawn),-2.2,32.0,1.2,-5.4,-8.9,0.5,7.8,4.7
CCNC(=S)NC1CC2CCCC(C1)N2Cc1ccc(C)cc1 (stereo not drawn),-3.8,11.9,1.4,1.9,20.1,-5.2,3.6,2.3
Cc1ccc(OCc2cc(C(=O)NCc3cnn(-c4cccc(F)c4)c3)no2)cn1,-2.5,2.2,-5.4,3.1,7.2,-1.9,5.1,-1.1
CN(NC(=O)c1ccc(Cl)cc1Cl)C1=NS(=O)(=O)c2ccccc21,-15.6,9.9,3.2,1.4,-6.4,-6.4,6.9,1.1
CC1CCc2c(C(=O)Nc3cccc(-c4nn[nH]n4)c3)csc2C1 (stereo not drawn),-16.1,7.4,0.1,3.5,0.0,4.6,2.9,1.7
CCN1CCN(C(=O)C2=C(C(=O)O)CCCC2)CC1,0.8,11.7,1.4,-5.6,-1.0,9.5,10.0,-12.7
CN(C)S(=O)(=O)c1ccc(Cl)c(NC(=O)COC(=O)/C=C/c2ccc(S(=O)(=O)N3CCOCC3)cc2)c1,-1.3,8.6,0.0,4.3,-14.6,-1.6,-5.5,1.6
COc1ccc(C(=O)Nc2nnc(CC(=O)N/N=C/c3ccc(O)cc3O)s2)cc1,x,-296.7,-24.4,x,-2.1,6.5,4.1,6.5
CN(C)S(=O)(=O)NCC1CCCN(Cc2cc3ccccc3s2)C1 (stereo not drawn),3.6,1.6,1.0,-3.2,x,x,x,x

# Some values from above:
# Value for CN(C)S(=O)(=O)c1ccc(Cl)c(NC(=O)COC(=O)/C=C/c2ccc(S(=O)(=O)N3CCOCC3)cc2)c1 under PfGluPho inh: -1.3
# Value for CN(C)S(=O)(=O)NCC1CCCN(Cc2cc3ccccc3s2)C1 (stereo not drawn) under HKDC1 inh: -3.2

# 3 of the compounds above, with two lines to a compound.
# The line under a structure holds: PfGluPho inh | SENP8 block-1 | SENP1 FRET inh | HKDC1 inh | SENP6 inh | SENP8 block-2 | SENP7 inh | Apaf-1 inh
- CCOc1ccc2ccc(OCC)c(/C=N/n3cnnc3)c2c1
    58.7 | -4.7 | -1.3 | 14.2 | 2.4 | 5.0 | 1.0 | -5.2
- CCOc1ccccc1NC(=O)NCCCCc1ccccc1
    24.1 | 17.8 | 1.2 | -1.8 | -1.6 | 1.5 | -2.5 | 6.9
- CC1Cc2nc(SCC(=O)Nc3ccc4c(c3)OCO4)n(Cc3ccccc3)c(=O)c2S1 (stereo not drawn)
    -18.0 | 9.1 | 1.2 | 12.1 | 10.6 | -3.9 | -0.8 | 10.2

# Going on with the list.
SMILES,PfGluPho inh,SENP8 block-1,SENP1 FRET inh,HKDC1 inh,SENP6 inh,SENP8 block-2,SENP7 inh,Apaf-1 inh
Cc1ccc2c(c1)C(C)(C)[C@]1(C)NC(=O)CCN21,-12.2,2.0,-2.9,-5.4,-15.0,-3.7,8.6,-5.8
CSC1(SC2=NCCN2)SC2(NCCN2)S1,10.6,8.4,0.0,-3.2,x,x,x,x
O=C(O)CN1C(=O)NC2(CCc3ccccc32)C1=O (stereo not drawn),3.4,-2.6,2.1,-6.3,-24.9,-3.1,-8.3,3.2
CCN(CC)S(=O)(=O)c1ccc(OC)c(NS(=O)(=O)Cc2ccccc2)c1,1.9,8.8,3.7,-3.9,-3.1,-2.4,1.2,0.1
O=C(O)c1cc(NC(=O)c2ccc([N+](=O)[O-])cc2)cc(NC(=O)c2ccc([N+](=O)[O-])cc2)c1,6.1,19.7,2.3,10.5,12.0,-13.0,-0.9,8.0
CCOc1ccc(CCNC(=O)COC(=O)c2ccc(S(=O)(=O)N3CCCC3)cc2)cc1OCC,-11.3,10.3,0.1,-0.1,2.8,-4.6,9.5,10.1
CC(=O)Nc1ccc(S(=O)(=O)Nc2ccc(F)c([N+](=O)[O-])c2)cc1,-15.6,15.0,1.7,-0.2,15.5,24.5,6.6,-1.9
CCOC(=O)c1cccc(NC(=O)C2CCCO2)c1 (stereo not drawn),-8.2,7.4,0.5,3.1,-18.6,5.0,1.8,-8.2
NC(=S)N/N=C/c1c[nH]c2ccccc12,21.8,-49.5,-5.9,-1.1,-4.8,-1.5,-0.8,-18.8
CC1(C)CC(=O)C=C(NCCN2CCN(C(=S)Nc3ccc(F)cc3)CC2)C1,-3.9,29.7,-1.1,-0.7,-22.5,6.0,-6.9,-2.5
O=C1NCC(O)=C1C=NCCCO,-7.4,8.9,-0.9,-9.0,-14.6,-1.2,1.5,-4.3
N#CCSc1nc2ccccc2c(=O)n1CC1CCCC1,-20.9,-8.5,-11.3,-2.9,7.4,18.3,-0.5,0.7
CN(C)c1ccc(C(=O)C(O)c2ccccc2)cc1 (stereo not drawn),-3.1,-60.1,0.7,-0.2,-3.2,-0.4,-4.3,9.8
CCOc1cc(C(c2c(O)nc(SC)[nH]c2=O)c2c(O)nc(SC)[nH]c2=O)ccc1O,-7.8,3.4,-9.0,7.2,-8.5,-10.4,4.8,-5.3
CCCc1ccc(-c2cc(NC(=O)CSc3nnc(N)s3)n(-c3ccccc3)n2)cc1,39.0,17.8,-0.3,-4.5,-14.1,-2.2,-12.7,38.5
CC(NC(=O)OCc1ccccc1)C(=O)OCN1C(=O)c2ccccc2C1=O (stereo not drawn),4.3,12.7,0.8,-7.3,-4.4,4.6,2.3,-7.1
CC(Oc1ccc2ccccc2c1)C(=O)NNC(=O)Nc1ccccc1 (stereo not drawn),-4.3,12.3,1.0,5.8,-4.9,-5.7,-9.5,11.8
CC(=O)N1CCc2cc(Br)cc(S(=O)(=O)N3CCC(C(=O)O)CC3)c21,-14.9,11.4,-1.4,-3.9,-4.7,-5.4,13.8,0.4
O=C(COC(=O)Cn1cnc2ccccc2c1=O)Nc1ccc(Cl)cc1,12.5,7.4,5.5,-1.1,-1.3,-2.6,0.6,2.5
Cc1c(NC(=O)c2ccc(COc3ccc4ccccc4c3)o2)c(=O)n(-c2ccccc2)n1C,-5.1,14.9,0.7,10.6,-6.7,-5.7,-5.1,14.6
Cc1cccn2cc(-c3cccc(S(=O)(=O)N4CC(C)OC(C)C4)c3)nc12 (stereo not drawn),-12.8,-317.4,0.1,1.2,5.3,2.8,5.6,4.2
CCOc1cc(/C=N/NC(=O)c2ccc3c(c2)OCCO3)cc(Br)c1O,7.8,-104.7,-5.8,0.4,18.9,-1.4,3.9,4.3
Cc1cccc(N2CCN(C(=O)C3CCN(S(=O)(=O)c4cccnc4)CC3)CC2)c1C,7.6,2.1,4.6,-5.6,-5.2,-4.0,5.0,10.9
Cc1nc([N+](=O)[O-])c(Br)n1Cc1ccccc1,-1.5,22.6,0.6,8.3,-3.5,-8.3,4.0,-6.9
